# Ins promoter up = MIN6 insulin promoter up-regulation. MIN6 insulin promoter-GFP reporter, high-content imaging; stronger effect = higher value. actives 0.3% (n = 190,000). z-score at 5 µM;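 active = z-score above 3 at 5 µM with at least 500 cells counted in the well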
# Autophagy mod = autophagy modulation, high-content screen; AID 463193; actives 0.98% (n = 190,000); MEF GFP-LC3 puncta imaging; test concentration mostly 10 µM; calls only at 10 µM (by protocol);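 active = percentage of spot-positive cells more than 3 SD above its plate mean, without a fluorescence outlier flag or 80% toxicity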;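 note: spot-positive cell cutoff set from DMSO-treated cells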
# Lipid droplet = hepatic lipid droplet formation modulation. inhibition, % at 6.5 µM. AML12 mouse hepatocytes, oleate lipid droplets, BODIPY imaging. actives 0.4% (n = 240,000). AID 1656;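 active = lipid droplet intensity inhibited by at least 50%, with more than 500 cells counted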
#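 Assay system: AML12 hepatocytes (mouse) / Also added: 100 µM oleic acid challenge / Times: overnight treatment with compound plus oleate / Detection: high-content imaging of BODIPY-stained droplets and DAPI nuclei / Evaluation: % inhibition of lipid droplet signal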
# Dynein cargo inh = blocks dynein driven cargo transport along microtubules; AID 1381; 3617.4 mouse cells, GR-EGFP nuclear translocation imaging; test concentration mostly 20 µM; stimulated with dexamethasone, 1 µM; stronger effect = lower value; actives 0.47% (n = 220,000); z-score, hits read low;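 active = plate z-score of nuclear minus cytoplasmic receptor signal below a set negative limit, without overly bright fluorescence or cell loss, cut at about -3.5 in these data, passing the limit was not always enough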;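 note: z-score of nuclear minus cytoplasmic ring GR-EGFP intensity difference per well; some compounds called inactive have numbers as strong as hits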
#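 Also added – dexamethasone, 1.0 µM final · Buffer or medium – tet-free, stripped-serum medium · Schedule – induction 48 h, compound 1 h, agonist 30 min · Detection – formaldehyde fixation, Hoechst nuclear stain, 10x automated fluorescence imaging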
# Salmonella PhoP GFP = inhibitors of PhoP regulon expression, primary screen, Salmonella Typhimurium, GFP reporter (AID 1863). S. Typhimurium PhoP-regulated promoter GFP reporter, 4 h; higher % means a stronger effect. actives 0.16% (n = 300,000). one-dose inhibition, % at 50 µM; IC50 in µM for titrated hits;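 active = inhibition over 29.93%, a cutoff 3 SD above the screen mean, later confirmed by dose response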;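 note: 0% = low Mg2+ inducing control and 100% = high Mg2+ repressing control; strong numbers were not always called active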
# b-catenin transl = alters nuclear translocation of beta-catenin in HeLa cells; immunofluorescence imaging; nuclear translocation activity, % at 5 µM; actives 0.3% (n = 190,000); AID 1665;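 active = nuclear translocation activity above 50% at 5 µM, with a well cell count of 50 or more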;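 note: per-cell ratio of nuclear to cytoplasmic median beta-catenin stain intensity; plate controls were DMSO negative control for no effect and GSK-3 inhibitor IX positive control for full effect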
#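 Test system: human HeLa cells, endogenous beta-catenin. Times: 24 h compound exposure, 37°C. Measured by: beta-catenin immunofluorescence imaging with DAPI.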
# MT stabilize HCS = microtubule stabilization, imaging screen; HeLa tubulin immunostaining HCS, 24 h; share of cells brighter than vehicle mean+2SD; % tubulin-high responders, % at 10 µM; actives 0.83% (n = 200,000); AID 2205;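 active = plate Z-score above 3 for both tubulin-high and condensed-nucleus cell shares, with cell loss under 80%, at 10 µM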;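 note: anti alpha tubulin signal scored within the nucleus-defined area of each cell; some results filed as inactive read as strong as hits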
# T cell modulator = modulates CD8 T cell binding to vesicles. 2C CD8+ T cell-vesicle binding, flow cytometry; stronger effect = lower value. calls only at 7 µM. actives 0.068% (n = 330,000);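 active = response, share of CD8 T cells binding vesicles, and their 90th percentile fluorescence all below set limits, cut at about 80% in these data, passing the limit was not always enough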
#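 Also added: QL9-peptide-loaded Drosophila micro-vesicles bearing Ld, ICAM-1 and B7-1; Test system: purified 2C TCR transgenic mouse naive CD8+ T cells; Measured by: cytometric PE anti-B7-1 and Alexa647 anti-CD8 signals after 1% paraformaldehyde fixation; Timing: binding step 1.5 h, 37 °C, antibody labelling 20 min, ice.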
# ER stress rescue = rescue of cells from ER stress-induced death, primary screen, 384-well, CSM14.1, thapsigargin, ATP luminescence (AID 1222). CSM14.1 thapsigargin-induced death rescue, ATP luminescence; higher % means a stronger effect. cellular ATP content (survival), % at 20 µM, or EC50 in µM where a hit was titrated. 190,000 tested, under 10 active;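 active = EC50 below 50 µM in the dose-response confirmation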;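 note: death triggered by thapsigargin at about 15 µM added after 2 h compound pretreatment; cell ATP read after overnight thapsigargin exposure of roughly 18 to 22 hours; normalized against plate controls of thapsigargin alone and 5% DMSO vehicle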
# Dynein cargo inh cytoplasmic EGFP = further read-out of Dynein cargo inh, marked with its call; z-score; measured here: cytoplasmic GR-EGFP intensity; stronger effect = higher value
# Dynein cargo inh nuclear GR-EGFP = recorded beside Dynein cargo inh, whose call it bears; z-score; measured here: nuclear GR-EGFP intensity;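 lower value marks the stronger effect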
# Dynein cargo inh cell count = recorded beside Dynein cargo inh, whose call it bears; z-score; measured here: cell count per field
# Ins promoter up cell count = recorded beside Ins promoter up, whose call it bears; cell count; measured here: cytotoxicity, nuclei count;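 total cells summed across four imaged fields per well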
# Lipid droplet cells 6.5 µM = further read-out of Lipid droplet, marked with its call; cell count; measured here: cell count, cytotoxicity flag;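 cells counted across two imaged fields per well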
# b-catenin transl cell count 5 µM = second read-out of b-catenin transl, no call of its own (marks repeat the call); cell count; measured here: cell count, cytotoxicity flag
# T cell modulator vesicle-bound % = recorded beside T cell modulator, whose call it bears; double positive events, %; measured here: CD8+ vesicle-bound cell fraction;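 binding gate set so that unloaded-vesicle control wells show 10% double positive cells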
# MT stabilize HCS Hoechst-high % = second read-out of MT stabilize HCS, no call of its own (marks repeat the call); % Hoechst-high responders; measured here: nuclear condensation Hoechst responders;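 share of cells brighter than vehicle mean plus two SD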
# MT stabilize HCS cytotoxicity % = second read-out of MT stabilize HCS, no call of its own (marks repeat the call); toxicity, %; measured here: cytotoxicity by cell density;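 0% = mean cell density of plate MIN control wells and 100% = no cells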
# Autophagy mod cell loss 18 h = further read-out of Autophagy mod, marked with its call; toxicity, %; measured here: cell loss, nuclei count;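 cell loss after 18 h compound exposure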
# The depositor's hits bear a star; i = inactive; nt = no result given. Compounds were not picked by outcome (roughly 3% active in at least one column).
cpd	mol	Ins promoter up	Ins promoter up cell count	Autophagy mod	Autophagy mod cell loss 18 h	Lipid droplet	Lipid droplet cells 6.5 µM	Dynein cargo inh	Dynein cargo inh cytoplasmic EGFP	Dynein cargo inh nuclear GR-EGFP	Dynein cargo inh cell count
1	CCOCc1c(C(=O)NC2CCCCCC2)oc2ccccc12	-0.32	1273	i	-6	-14	679	0.51	0.022	0.57	0.01
2	CCCC(=O)NC(c1ccc(N(C)C)cc1)c1c(O)ccc2ccccc12 (stereo unspecified)	-0.24	1104	i	8	0	739	-1.1	-0.33	-0.57	0.66
3	O=C(/C=C/c1ccc2c(c1)OCO2)N1CCOCC1	-0.42	1664	i	25	nt	nt	1.3	0.13	1.1	-0.55
4	COc1cc(C(=O)Nc2ccc(-c3nnc(-c4ccco4)o3)cc2)cc(OC)c1OC	-0.24	1522	i	-8	nt	nt	-0.25	0.06	0.22	-0.39
5	Cc1nnc(NC(=O)CC(NC(=O)C(F)(F)F)c2ccccc2)s1 (stereo unspecified)	-0.33	1337	i	-4	20	659	-0.18	-0.27	-0.013	0.17
6	CCN1CCN(C(=O)c2cc3cc([N+](=O)[O-])ccc3oc2=O)CC1	1.1	1620	i	2	3	672	-0.96	-0.18	0.12	0.81
7	O=C(Cn1nnc2c(cnn2-c2ccc(F)cc2)c1=O)c1ccccc1F	0.72	1993	i	3	8	703	2.2	0.32	1.8	-0.42
8	O=C1NC2(CCCCC2)Oc2ccccc21	0.68	960	i	8	6	826	0.71	-0.48	0.13	0.17
9	O=C(CCN1C(=O)c2ccccc2C1=O)Nc1sc2c(c1C(=O)NCc1ccco1)CCCC2	0.53	1137	i	-7	-2	740	-0.34	-0.2	-0.25	0.32
10	NS(=O)(=O)c1ccc(O)c(NC(=O)c2ccc([N+](=O)[O-])o2)c1	0.33	1426	nt	nt	13	824	-0.026	-0.23	-0.11	0.51
11	O=C(N/C=C/c1ccccc1)Nc1ccc(Cl)cc1	-0.28	1162	i	1	nt	nt	-0.29	-0.14	-0.34	0.93
12	COc1ccccc1N1CCN(C(=O)c2c(-c3c(Cl)cccc3Cl)noc2C)CC1	0.52	1857	i	0	-49	561	-0.21	-0.17	0.13	-0.089
13	CCn1cc(C2N3CC4(C)CN2CC(C)(C3)C4=O)c2ccccc21 (stereo unspecified)	-0.1	993	i	9	nt	nt	1	-0.062	0.61	-0.96
14	COc1ccc(NC(=O)CN(Cc2ccccc2)S(C)(=O)=O)cc1OC	-0.14	1325	i	-6	1	613	0.35	0.0082	0.25	-0.5
15	CCCC1(C(=O)OC)NC(c2ccc(OC)c(OC)c2)C2C(=O)N(c3ccc4c(c3)OCO4)C(=O)C21 (stereo unspecified)	0.84	928	i	-3	-1	727	-0.32	-0.22	0.2	-0.27

cpd	Salmonella PhoP GFP	b-catenin transl	b-catenin transl cell count 5 µM	MT stabilize HCS	MT stabilize HCS Hoechst-high %	MT stabilize HCS cytotoxicity %	T cell modulator	T cell modulator vesicle-bound %	ER stress rescue
1	-3%	1.2	1143	2.8	3.5	11	i	8	-0.8%
2	-2%	nt	nt	3.4	2.1	5.6	i	35	-0.2%
3	-13%	-1.5	1377	3.7	1.8	7.2	i	44	-3.9%
4	8%	1.2	1326	2.7	2.0	9.0	i	38	-1.7%
5	-8%	0.1	1134	9.3	2.4	8.0	i	60	-0.5%
6	-3%	4.1	983	2.9	2.1	4.6	i	30	1.2%
7	-7%	-0.3	1156	4.5	1.8	70	i	52	-3.0%
8	9%	1.9	1066	2.3	1.2	11	i	34	2.0%
9	-2%	1.5	1089	2.8	1.9	3.7	i	58	2.0%
10	-8%	-0.4	1086	nt	nt	nt	i	61	nt
11	-3%	0.6	1492	2.1	1.5	4.4	i	44	-0.4%
12	-6%	2.7	1064	8.3	2.8	0.4	i	17	-3.9%
13	9%	nt	nt	3.7	2.7	4.6	i	26	-1.0%
14	-4%	1.5	522	1.1	1.7	7.1	i	47	-1.2%
15	3%	-3.6	1047	2.0	2.1	6.4	i	47	7.2%

# Continued, overlapping the part above by 4 compounds.
cpd	mol	Ins promoter up	Ins promoter up cell count	Autophagy mod	Autophagy mod cell loss 18 h	Lipid droplet	Lipid droplet cells 6.5 µM	Dynein cargo inh	Dynein cargo inh cytoplasmic EGFP	Dynein cargo inh nuclear GR-EGFP	Dynein cargo inh cell count
12	COc1ccccc1N1CCN(C(=O)c2c(-c3c(Cl)cccc3Cl)noc2C)CC1	0.52	1857	i	0	-49	561	-0.21	-0.17	0.13	-0.089
13	CCn1cc(C2N3CC4(C)CN2CC(C)(C3)C4=O)c2ccccc21 (stereo unspecified)	-0.1	993	i	9	nt	nt	1	-0.062	0.61	-0.96
14	COc1ccc(NC(=O)CN(Cc2ccccc2)S(C)(=O)=O)cc1OC	-0.14	1325	i	-6	1	613	0.35	0.0082	0.25	-0.5
15	CCCC1(C(=O)OC)NC(c2ccc(OC)c(OC)c2)C2C(=O)N(c3ccc4c(c3)OCO4)C(=O)C21 (stereo unspecified)	0.84	928	i	-3	-1	727	-0.32	-0.22	0.2	-0.27
16	NCCCC[C@H]1CNC(=O)C(=O)N1CCC12CC3CC(CC(C3)C1)C2	-0.78	1144	nt	nt	34	678	-1.3	-0.81	-0.62	1.1
17	OCCC1CN(Cc2cnc(N3CCCC3)s2)CCN1Cc1ccccc1 (stereo unspecified)	-0.27	1404	i	11	10	703	0.47	-0.24	0.42	-0.43
18	Fc1ccc(N2CCN(Cc3cn[nH]c3-c3ccccc3)CC2)cc1	-1.1	1385	nt	nt	2	760	-0.85	-0.08	-0.6	0.49
19	Cc1nn(C)c(C)c1S(=O)(=O)N1CCCC(C(=O)NC2CCCCC2)C1 (stereo unspecified)	0.11	1692	i	-3	nt	nt	-0.18	-0.23	0.07	0.14
20	Cn1c(=O)n(CCOc2ccccc2Cl)c2ccccc21	1.2	1173	i	-6	nt	nt	-0.35	-0.25	-0.0095	0.77
21	COc1ccccc1CNCC(=O)NCc1ccc(C)cc1	-1.9	1551	i	-6	0	682	0.11	-0.3	0.27	0.8
22	Cc1sc(NC(=O)C2C3CCC(O3)C2C(=O)O)c(C(=O)OC(C)C)c1-c1ccc(Cl)cc1 (stereo unspecified)	nt	nt	i	-28	nt	nt	0.2	0.0051	0.00094	0.19
23	COc1ccccc1N(CC(=O)NC(C)(C)C)C(=O)Cn1nnc(-c2ccc(C)o2)n1	2.4	1174	i	-1	nt	nt	-0.21	-0.039	0.17	0.066
24	O=C(CN(Cc1ccco1)C(=O)CNS(=O)(=O)c1ccccc1)NCc1ccc(F)cc1	-0.07	1195	i	17	-15	780	2.4	0.062	1.9	-0.77
25	CSc1nsc2nc(=O)c(/C=C3\C=Nc4ccccc43)c(N)n12	0.52	1196	i	3	1	659	0.12	-0.33	0.35	0.5
26	Cc1ccc(Nc2nc(N)nc(-c3oc4ccccc4c3C)n2)cc1	-2.1	828	i	43	nt	nt	0.42	-0.15	0.49	0.19
27	O=C(Nc1ncc(Cc2cccc(C(F)(F)F)c2)s1)C1CCCO1 (stereo unspecified)	0.23	1143	nt	nt	6	644	-0.57	-0.19	0.19	-0.99
28	CC1CCN(S(=O)(=O)c2ccc(C(=O)NNC(=O)C3CC3)cc2)CC1	-0.08	1357	i	-11	-5	691	1.5	-0.13	1.4	-1.1

cpd	Salmonella PhoP GFP	b-catenin transl	b-catenin transl cell count 5 µM	MT stabilize HCS	MT stabilize HCS Hoechst-high %	MT stabilize HCS cytotoxicity %	T cell modulator	T cell modulator vesicle-bound %	ER stress rescue
12	-6%	2.7	1064	8.3	2.8	0.4	i	17	-3.9%
13	9%	nt	nt	3.7	2.7	4.6	i	26	-1.0%
14	-4%	1.5	522	1.1	1.7	7.1	i	47	-1.2%
15	3%	-3.6	1047	2.0	2.1	6.4	i	47	7.2%
16	5%	-0.5	1313	nt	nt	nt	i	44	nt
17	9%	2.3	1144	2.0	1.6	4.1	i	30	1.2%
18	5%	0.4	1301	nt	nt	nt	i	35	nt
19	4%	-4.9	955	1.9	1.4	3.7	i	55	0.4%
20	-7%	-5.1	831	2.9	2.4	7.1	i	31	-0.4%
21	5%	-0.6	1043	1.0	0.8	5.0	i	25	-1.9%
22	2%	nt	nt	3.2	1.9	5.3	i	61	4.1%
23	-4%	-3.1	748	5.9	1.5	2.9	i	44	-1.1%
24	-7%	-4.8	1189	5.8	2.2	7.2	i	36	-2.7%
25	-22%	0.9	1035	1.9	4.9	8.5	i	37	0.1%
26	0%	49	656	6.8	48	32	i	50	-0.9%
27	4%	0.0	1230	nt	nt	nt	i	23	nt
28	-1%	-0.6	1039	1.5	1.4	13	i	23	-1.4%
